# Pf apPOL block – Pf-apPOL inhibitors, biochemical, fluorescence; Recombinant Pf-apPOL, molecular beacon fluorescence, 1.5 h; inhibition, % at 10 µM; actives 0.25% (n = 210,000); AID 1794808, 2022
# mHTT CaM bind – mutant huntingtin-calmodulin interaction inhibitors – biochemical, AlphaScreen, primary screen; P42858; AlphaScreen His-mHTT/GST-CaM binding, luminescence; inhibition, % at 15 µM; actives 3.6% (n = 190,000); AID 1671202, 2021;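 note: 0% = both proteins with DMSO and 100% = one protein alone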
# Numbers without * were called inactive; x = not tested or not shown; & = joins results of further samples. Cut-off read from the data, not from the text of the source: active = inhibition above about 50%; inactive = the rest.
SMILES,Pf apPOL block,mHTT CaM bind
O=C(NCc1ccncc1)c1ccnc(N2CCNC(c3ccccc3)C2)c1 (configuration not stated),3,-6
Cc1c(C)n(CC(O)CNC(C)c2ccccc2)c2ccccc12 (configuration not stated),-4,31
CCn1cc(CN2CCC(C(=O)NCc3ccc(F)cc3)CC2)c2cc(OC)ccc21,2,13
O=C(c1cccs1)n1nccc1-c1cccs1,-1,x
COc1ccc(CCNC(=O)CC(c2ccccc2)c2ccccc2)cc1OC,-6,-1
O=C(Nc1cccc(C(F)(F)F)c1)C1CCN(c2ccncc2)CC1,2,-11
COc1cccc(-c2cc(C(=O)N3CCCC3c3c(C)noc3C)on2)c1 (configuration not stated),2,7
CCC1CN2C=NC(N3CCN(C(=O)Nc4ccc(C)cc4)CC3)=CC2=N1 (configuration not stated),-5,-2
COc1ccccc1C1CC(c2ccc(Br)cc2)=NN1S(=O)(=O)c1ccccc1 (configuration not stated),6,-2
COc1ccccc1Nc1ncnc2c1cnn2-c1ccc(C)cc1C,-3,14
CCOCCCn1c(=N)c(S(=O)(=O)c2ccc(Cl)cc2)cc2c(=O)n3ccccc3nc21,11,5
CCc1cccc(NC(=O)N2CCc3cn(CC)c4cccc(c34)C2)c1,-2,1

# Part of the list above, with two lines to a compound:
# Sequence of screens: Pf apPOL block, mHTT CaM bind
> O=C(Nc1cccc(C(F)(F)F)c1)C1CCN(c2ccncc2)CC1
  2, -11
> COc1cccc(-c2cc(C(=O)N3CCCC3c3c(C)noc3C)on2)c1 (configuration not stated)
  2, 7

# Next part:
SMILES,Pf apPOL block,mHTT CaM bind
Cc1ccc(C(C)C)c(OCC(O)CN2CCN(c3ccccn3)CC2)c1 (configuration not stated),-18,22
O=C(/C=C1\NC2(CCCC2)Cc2ccccc21)Nc1cccnc1,-4,17
O=[N+]([O-])c1cccc(C=NNc2c(Cl)cncc2Cl)c1,1,x
COc1ccc(NC(=O)C2CCCN(c3nccnc3Sc3ccccc3)C2)cc1F (configuration not stated),-7,-2
CCc1n[nH]c(CC)c1NC(=O)c1cccc(Cl)c1,-2,-3
COc1cc(Br)cc(C2NC(=O)c3c(sc4c3CCN(C)C4)N2)c1O (configuration not stated),3,39
CCOc1ccccc1NC(=O)CCC(=O)c1ccc(F)cc1,-18,-5
Cn1nc(C(F)(F)F)c(-c2cccc(C(F)(F)F)c2)c1NC(=O)c1nccnc1C(=O)O,-2&0,x
Cc1cc(C)c(NC(=O)C2CC(=O)N(c3ccccc3F)C2)c(C)c1 (configuration not stated),-6,3
COc1cc(N2CC(CNS(C)(=O)=O)OC2=O)cc(OC)c1OC (configuration not stated),-7,-17
Cc1ccc(CNC(=O)c2cnn3c(C)c(Cc4ccc(F)cc4)c(C)nc23)cc1,-5,5
ON=C1CCCCC1Cn1ccnc1 (configuration not stated),0,x

# A stretch of the results above:
SMILES,Pf apPOL block,mHTT CaM bind
Cc1ccc(CNC(=O)c2cnn3c(C)c(Cc4ccc(F)cc4)c(C)nc23)cc1,-5,5
ON=C1CCCCC1Cn1ccnc1 (configuration not stated),0,x

# Some of the entries so far, with values under each structure.
# Under each structure: Pf apPOL block | mHTT CaM bind
COc1cc(N2CC(CNS(C)(=O)=O)OC2=O)cc(OC)c1OC (configuration not stated)
  -7 | -17
Cc1ccc(CNC(=O)c2cnn3c(C)c(Cc4ccc(F)cc4)c(C)nc23)cc1
  -5 | 5
ON=C1CCCCC1Cn1ccnc1 (configuration not stated)
  0 | x

# (list continues)
SMILES,Pf apPOL block,mHTT CaM bind
CN(C)C=NC(=O)/C(C#N)=C1\CCc2ccccc2N1,-6,2
COc1ccc(-c2cc3n(n2)CCCN(C(=O)c2cccn2C)C3)cc1,-3,37
Cc1ccnc(NS(=O)(=O)c2ccc(NC(=O)C(C)Oc3cccc(Cl)c3)cc2)n1 (configuration not stated),-3,6
CCN(CC)C(=O)c1cc2c(s1)CCC(C(=O)NCc1ccccc1F)C2 (configuration not stated),-7,-1
CC(C)c1cc(C2CCCN2C(=O)c2cnn3cc(Br)cnc23)on1 (configuration not stated),-6,5
O=C(CCCN1C(=O)c2ccccc2C1=O)Nc1c2c(nc3c1CCC3)CCC2,-7,10
Fc1ccc(C=Nc2c(-c3ccco3)nc3ccccn23)cc1,-12,8
Cc1oc(C2CCN(S(=O)(=O)c3cccc(C#N)c3)CC2)nc1C(=O)N1CCCCC1,-3,7
Cc1ccc(NS(=O)(=O)c2ccc(F)cc2)nc1,2,-7
CC(C)Cn1c(=O)c(N2CCC(NC(=O)Nc3cccc(C#N)c3)CC2)nc2ccccc21,0,-3
O=C(Nc1nnc(-c2cccs2)s1)c1ccc(F)cc1,-1,-11
COc1ccc(NC(=O)c2ccc([N+](=O)[O-])cc2)c(OC)c1,-2,8
O=C(NCc1ccc(Cl)cc1)C1CCCN(c2ccncc2)C1 (configuration not stated),-5,-4
COc1ccc(NC(=O)c2cccc(N3CCNC(c4ccccc4)C3)n2)cc1OC (configuration not stated),-5,16
COc1ccc(C2=CSC3=NCCN23)cc1Br,3,4
CC(=O)c1ccc(C=CC(=O)Nc2ccccc2)o1,-6,x
COc1coc(C(=O)O)c1OC,x,-2
Cc1ccc(CC(=O)Nc2c(C)nc3sccn3c2=O)cc1,3,-5
O=S(=O)(Nc1cc(-c2cccs2)nn1-c1ccc(F)cc1)c1cccc(F)c1,-2,x
CCOc1cccc(C2Nc3ccccc3-c3nnc(SC)nc3O2)c1OC (configuration not stated),5,11
CC(C(=O)NCc1ccco1)N1C(=O)c2ccccc2C1=O (configuration not stated),-8,-2
O=C(Nc1ccc2scnc2c1)c1ccc(Cl)cc1Cl,1,-10
Cc1ccc(S(=O)(=O)C(NC(=O)c2ccccc2)=C(Cl)Cl)cc1,-2,3
O=C(Nc1cccc(Cl)c1)c1cnn2c(C(F)(F)F)cc(-c3ccco3)nc12,0,5
O=C(O)c1ccc(Nc2ccc(F)c(Cl)c2)c([N+](=O)[O-])c1,4,11
CCOc1ccc(-c2nn(-c3ccccc3)cc2/C=c2\sc3nc(=O)c(C)nn3c2=O)cc1C,1,-5
O=C(CN1N=NC2C(=O)N(c3ccc(F)cc3)C(=O)C21)Nc1cccc(Cl)c1 (configuration not stated),-2,2
O=C(CC1CCN(C(=O)C2CCCCC2)CC1)NCc1ccccc1,-2,-1
CC(C)NC(=O)c1c(C(C)C)nn(-c2ccc(F)cc2)c1C(C)C,-6,1
CCC(=O)NCCc1csc(C2CCN(C(=O)c3ccc(F)c(Cl)c3)CC2)n1,-5,34
Cc1cccc(C(=O)N2CC3(C)CC2CC(C)(C)C3)c1 (configuration not stated),-4,1
Cc1ccc(C2CC(c3ccc(I)cc3)Nc3nnnn32)cc1 (configuration not stated),-4,25
Cc1cccc(N=C2NC(=O)/C(=C\c3ccc(O)c(Br)c3)S2)c1,-1,37
CCOC(=O)c1ccc(NC(=O)C(CC(C)C)N2C(=O)C3C4C=CC(C4)C3C2=O)cc1 (configuration not stated),-3,-3
CCc1ccc(C=C2Oc3cc(OCC(C)=O)ccc3C2=O)cc1,3,-1
CCN(CC)C(=O)C1=C(C)Nc2nc3ccccc3n2C1c1ccc(F)cc1 (configuration not stated),-8,19

# Reprinted at random: five records from the list, in no set order.
SMILES,Pf apPOL block,mHTT CaM bind
CCC(=O)NCCc1csc(C2CCN(C(=O)c3ccc(F)c(Cl)c3)CC2)n1,-5,34
CCOC(=O)c1ccc(NC(=O)C(CC(C)C)N2C(=O)C3C4C=CC(C4)C3C2=O)cc1 (configuration not stated),-3,-3
O=C(O)c1ccc(Nc2ccc(F)c(Cl)c2)c([N+](=O)[O-])c1,4,11
Cc1cccc(N=C2NC(=O)/C(=C\c3ccc(O)c(Br)c3)S2)c1,-1,37
O=C(CN1N=NC2C(=O)N(c3ccc(F)cc3)C(=O)C21)Nc1cccc(Cl)c1 (configuration not stated),-2,2

# (cont.)
SMILES,Pf apPOL block,mHTT CaM bind
Cc1cc([N+](=O)[O-])ccc1NC(=O)C1C2C=CC(C2)C1C(=O)O (configuration not stated),0,-7
Cc1ccc(CC(=O)Nc2cc(F)c3nc(N4CCOCC4)ccc3c2)cc1,1,-8
CCOCC(=O)Nc1ccc(-c2ccc(S(C)(=O)=O)nn2)cc1,-1,-5
CCc1nnc(-c2nnc(N3CCCC3)c3ccccc23)o1,-8,-1
CSc1nc(N)nc(N2CCSCC2)n1,4,x
CC(C)NC(=O)c1c[nH]c2ccc(S(=O)(=O)N(C)c3ccc(Cl)cc3)cc2c1=O,-15,6
COc1ccccc1-c1nc(C2CCN(C(=O)c3ccccc3)CC2)no1,-1,11
CC(C)(C)NC(=O)CSc1ncccn1,-5,-3
CC1(C)Cc2cccc(OCC(=O)NCC3CCN(C(=O)Oc4ccccc4)CC3)c2O1,-11,16
O=C(NCC(O)c1ccsc1)C(=O)Nc1ccc(OC(F)(F)F)cc1 (configuration not stated),-3,-4
Cc1ccc(-n2nc3c(c2NC(=O)c2ccc(F)cc2)CS(=O)(=O)C3)c(C)c1,-2,0
CCOc1ccc(CN2CCc3nc(Nc4ccccc4)ncc3C2)cc1OCC,-2,-9
CCC(C(=O)N1CCN(c2ccc(-c3ccc4c(c3)OCO4)nn2)CC1)c1ccccc1 (configuration not stated),-2,-8
CC(C)Nc1nc(-c2ccccc2)nc2ccccc12,2,-18
O=C(COc1ccccc1-c1ccccc1)c1ccccc1,0,-132
CCCCN(C)C(=O)c1sc(Nc2ccccn2)nc1C,-4,1
CN1CCN(NC(=O)c2ccc(Cl)cc2[N+](=O)[O-])CC1,-5,-4
CC(C)c1nnc2ccc(NC(=O)c3ccccc3Cl)cn12,0,-9
CC(C)c1ccc(N(CC(=O)Nc2ccccc2Cl)S(C)(=O)=O)cc1,-15,4
O=C(O)CN(c1ccc([N+](=O)[O-])cc1)S(=O)(=O)c1ccccc1,-8,-5
COCc1cc(=O)[nH]c(N=C(N)Nc2cccc(Cl)c2C)n1,-6,2
CC(=O)NC(=C(C)C)c1ccccc1,-8,x
Cc1cccc(N2CC(C(=O)NCC(C)C)CC2=O)c1 (configuration not stated),-6,-3
C=CCc1cccc2cc(C(=O)Nc3ccc(Br)cc3)c(=O)oc12,-12,-6
COC(=O)c1ccncc1C(=O)Nc1ccc(C)cc1,-15,x
COc1ccc(CN2CCN(S(=O)(=O)c3ccc(F)c(F)c3)CC2)c(OC)c1OC,-2,-1
CC(=O)C1=C(C)NC(SCC(=O)c2ccc(F)cc2)=C(C#N)C1c1cccc([N+](=O)[O-])c1 (configuration not stated),0,38
COc1nccnc1NC1CCN(C(=O)c2ccc(C#N)cc2)CC1,-2,3
CC1(C)OC(=O)C(=CNc2cc(C(F)(F)F)ccc2Cl)C(=O)O1,4,1
Cc1ncc(CO)c2cc(C(=O)Nc3ccc(C(N)=O)cc3)c(=O)oc12,1,2
O=S1(=O)CC(N2CCN(CCO)CC2)CN1Cc1cn(Cc2ccc(F)cc2)nn1 (configuration not stated),-2,-2
C#CCN1C(=O)CSc2nnc(COc3cccc(F)c3)n21,-1,-2
COc1cccc(C2CN(C(=O)CC(C)C)CC2C(=O)N2CCOCC2)c1 (configuration not stated),-3,8
CC(=O)c1c(NCc2ccco2)oc(C)cc1=O,x,-3
CCC(CO)NCC(O)CN1c2ccccc2Sc2ccccc21 (configuration not stated),-1,10
CCc1ccc(-n2cnc3cc(C(=O)NCC(OC)OC)ccc32)cc1,28,-1
O=C(c1ccccc1)N1CCC2(CC1)NC(=O)N(Cc1ccccc1Cl)C2=O,-3,9
C=CCSc1nnc2c(n1)OC(c1ccccc1OC)Nc1ccccc1-2 (configuration not stated),-5,-7
Cn1cc(Cl)c(-c2noc(-c3ccccc3C(F)(F)F)n2)n1,-4,x
NNC(=O)c1oc2nc(-c3ccccc3)cc(-c3ccccc3)c2c1N,5,x
O=C(O)C1C2C=CC(O2)C1C(=O)Nc1ccc(Br)cc1 (configuration not stated),-4,0
Cc1cccc(Nc2nccc(-n3ccc(C)n3)n2)c1,-2,-14
CC(C)(C)C=NNC=C(C#N)S(=O)(=O)C(C)(C)C,5,x
COc1ccc(NC(=O)[C@@H]2CC=C[C@@H]3CCN(C4CC4)C(=O)[C@@H]32)cc1,-4,-4
O=[N+]([O-])c1ccc(-c2nc(C=Nc3ccccc3Cl)c(O)o2)cc1,0,-2
Cc1ccccc1-c1nc(C2CCN(S(=O)(=O)c3ccccc3F)CC2)no1,-4,-10
Cc1cc(C)cc(NC(=O)c2cc3ccccc3o2)c1,-3,-58
CC(=O)C1=C(O)C(=O)N(c2ccccn2)C1c1cccc(F)c1 (configuration not stated),-10,2
COc1ccc([C@@H]2C[C@@H](c3ccccc3)Oc3cc(C)c(Cl)c(C)c32)cc1,-7,-13
O=S(=O)(c1ccccc1)N1N=C2CCCCC2C1(O)C(F)(F)F (configuration not stated),-5,-1
Cc1ccccc1C1=N/C(=C\c2ccccc2I)C(=O)O1,1,-2
Cc1cc2nn(-c3ccccc3)nc2cc1NC(=O)c1ccc(C)c([N+](=O)[O-])c1,-2,-1

# Source: PubChem

# Not all compounds are listed, so the mix of outcomes need not match the whole.
